High-throughput results from PubChem.
D2 agonist = D2 dopamine receptor (human) agonism; activation, % at 2 µM; hit rate 0.53% among 340,000; HEK293 T-REx D2 cells, calcium flux agonist mode; P14416;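 active = activation over 3 SD above normal in the single-dose calcium agonist read, cut at about 30% in these data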; also: 0% is about no effect
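Agonism scored from kinetic calcium signal (1 read/sec, 180 s) following compound pin transfer, after a 10 s baseline. Cells: HEK293 Trex line expressing inducible D2 receptor coupled to calcium, dye-loaded after overnight culture at 30 C.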
RXFP1 agonist = agonists of human relaxin receptor RXFP1 | Q9HBX9 | HEK293T-RXFP1 cAMP TR-FRET, 30 min; response scale: percent of porcine relaxin response, buffer zero | Potency, µM (highest dose often 57.5 µM), for inactives: top-dose activation, usual class: activators | hit rate 0.3% among 370,000 | AID 2676; active = well fitted activation curve with a large enough effect; also: potency is read from the fitted curve at half-maximal effect; % is scaled to controls: 0 for no effect and ±100 for the full control effect; nearly all actives have a fitted effect of over 60% in size; many of its hits are not listed in these tables
Target sequence (Q9HBX9 whole entry, looked up): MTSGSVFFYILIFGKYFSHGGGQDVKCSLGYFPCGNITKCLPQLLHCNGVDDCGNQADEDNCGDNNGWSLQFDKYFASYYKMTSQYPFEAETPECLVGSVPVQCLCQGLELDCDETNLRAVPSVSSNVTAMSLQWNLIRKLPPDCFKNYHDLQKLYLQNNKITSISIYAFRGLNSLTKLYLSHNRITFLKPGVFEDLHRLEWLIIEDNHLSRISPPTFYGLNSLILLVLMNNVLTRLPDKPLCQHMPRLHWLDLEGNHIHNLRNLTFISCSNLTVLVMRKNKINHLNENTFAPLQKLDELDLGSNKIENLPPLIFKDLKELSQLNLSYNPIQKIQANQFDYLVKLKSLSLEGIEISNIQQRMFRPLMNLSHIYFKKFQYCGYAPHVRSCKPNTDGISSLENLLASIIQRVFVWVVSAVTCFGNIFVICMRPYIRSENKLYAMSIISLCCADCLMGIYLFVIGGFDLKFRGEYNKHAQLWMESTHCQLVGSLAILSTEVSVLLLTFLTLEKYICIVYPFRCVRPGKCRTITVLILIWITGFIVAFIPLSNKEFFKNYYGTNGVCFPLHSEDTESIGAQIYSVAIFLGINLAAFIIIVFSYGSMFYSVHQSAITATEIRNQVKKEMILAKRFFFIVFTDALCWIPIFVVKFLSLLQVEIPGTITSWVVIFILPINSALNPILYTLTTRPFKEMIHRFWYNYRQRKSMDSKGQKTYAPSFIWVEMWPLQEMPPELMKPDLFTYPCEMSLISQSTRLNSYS
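HEK293T cells stably expressing RXFP1 were pretreated with the PDE4 inhibitor Ro 20174, exposed to compounds for 30 min at 37C, lysed, and cAMP was read by TR-FRET. Data normalized to buffer (basal) and 29 nM porcine relaxin (100%).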
D1 agonist = agonists of human D1 dopamine receptor | P21728 | HEK293 T-REx D1 cells, calcium flux, agonist mode | activation, % at 2 µM | hit rate 1% among 360,000 | AID 504660; in the data active = activation above about 30%; also: 0% is about no effect
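Tetracycline-induced HEK293 TREx D1 cells, force-coupled to calcium signalling, were dye-loaded with a no-wash calcium kit. Compound was pin-added after a 10 s baseline. Fluorescence was read kinetically at 1 cycle/s for 180 s, with calcium rises flagged as agonism.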
D2 potentiator = positive allosteric modulators of human D2 dopamine receptor; P14416; HEK293 T-REx D2, calcium flux, EC20 dopamine potentiation; potentiation, % at 10 µM; hit rate 0.34% among 340,000;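 active = potentiation over 3 SD above the plate norm, cut at about 30% in these data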; also: 0% is about no effect
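Potentiation of an EC20 dopamine calcium response is measured in a force-coupled, tetracycline-inducible Hek293 Trex D2 line. Compound-only kinetic reads over 180 s flag agonists before dopamine addition.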
D1 PAM = human D1 dopamine receptor positive modulation | P21728 | HEK293 TREx D1 cells, calcium flux, dopamine EC20 potentiation | potentiation, % at 10 µM | hit rate 0.036% among 360,000 | AID 504651; in the data active = potentiation above about 30%; also: 0% is about no effect
TRHR enhancer = allosterically enhances the human TRH receptor; P34981; hit rate 0.66% among 360,000; AID 493056; enhancement, % at 2 µM; TRHR cells, fluo-8 calcium fluorescence, EC20 TRH enhancement; in the data active = enhancement above about 30%; also: 0% is about no effect
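TRHR-expressing cells loaded with fluo-8 calcium dye were read kinetically (ex 480/em 530) during compound addition, then stimulated with an EC20 of TRH (10 nM final). Enhancement of the Gq-mediated intracellular calcium response was scored.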
RXFP1 antag = antagonists of human relaxin receptor RXFP1; AID 1259400; activity change, negative = inhibition, % at 57.5 µM; HEK293-RXFP1, relaxin-stimulated cAMP HTRF, 30 min; hits give low values; Q9HBX9; hit rate 0.59% among 350,000;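 active = activity change of -60% or lower, but not beyond a set lower limit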; also: % is scaled to controls: 0 for no effect and ±100 for the full control effect
D2 antag = antagonizes the human D2 dopamine receptor. inhibition, % at 10 µM. P14416. HEK293 TREx D2 cells, calcium flux, dopamine EC80. hit rate 2% among 340,000; in the data active = inhibition above about 30%; also: 0% is about no effect
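Measurement of antagonist activity uses fluorescent calcium dye in inducible HEK293 T-REx D2 cells: 10 s baseline, compound addition with 180 s read, EC80 dopamine addition with a further 180 s read.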
D1 antagonist = blocks dopamine activation of the human D1 receptor. HEK293 TREx D1 cells, calcium flux, dopamine EC80; hits give low values. activity change, negative = inhibition, % at 10 µM. hit rate 3.2% among 360,000. AID 504652; in the data active = activity change below about -30%; also: % is scaled to controls: 0 for no effect and ±100 for the full control effect
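Allosteric or orthosteric antagonism assessed as attenuation of the calcium response to EC80 dopamine, added 180 s after compound, in induced HEK293 Trex D1 cells loaded with no-wash calcium dye.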
* = called active by the depositor.

How did O=C(c1ccc2ccccc2c1)N1CCN(c2ccc([N+](=O)[O-])c(N3CCOCC3)c2)CC1 do in these assays?
D2 agonist: -1.0; RXFP1 agonist: 1.6%; D1 agonist: 1; D2 potentiator: 2; D1 PAM: -1; TRHR enhancer: 1; RXFP1 antag: -5; D2 antag: -3; D1 antagonist: -21

How did Cc1ccc(NC(=O)c2ccco2)c(NC(=O)c2ccc(Cl)cc2)c1 do in these assays?
D2 agonist: -0.8; RXFP1 agonist: 2.0%; D1 agonist: 5; D2 potentiator: 4; D1 PAM: -1; TRHR enhancer: 3; RXFP1 antag: -13; D2 antag: 14; D1 antagonist: 6

What do the screens show for `CCc1nn(-c2cc(Cl)ccc2OC)c2c1C(=O)CCC2`?
D2 agonist: 0.0; RXFP1 agonist: 2.6%; D1 agonist: 2; D2 potentiator: 12; D1 PAM: -6; TRHR enhancer: -4; RXFP1 antag: 1; D2 antag: -5; D1 antagonist: -20

How did COC(=O)C1=C(C(=O)c2ccccc2)C(c2cccs2)n2nnnc2N1 (stereo not drawn) do in these assays?
D2 agonist: 0.4; RXFP1 agonist: 2.0%; D1 agonist: 1; D2 potentiator: -6; D1 PAM: -2; TRHR enhancer: 15; RXFP1 antag: -12; D2 antag: 1; D1 antagonist: -14

Results for CCc1csc(CCNC(=O)C2CCC(=O)N(Cc3ccccc3F)C2)n1 (stereo not drawn) ?
D2 agonist: 0.1; RXFP1 agonist: 1.9%; D1 agonist: 9; D2 potentiator: 9; D1 PAM: 3; TRHR enhancer: 6; RXFP1 antag: -4; D2 antag: -1; D1 antagonist: -13

How did CC[C@H](C)[C@@H]1NC(=O)c2cc([N+](=O)[O-])cc(F)c2OCC[C@@H](C(N)=O)NC(=O)[C@H](CCCCN)NC1=O do in these assays?
D2 agonist: 0.5; RXFP1 agonist: 1.0%; D1 agonist: -2; D2 potentiator: 14; D1 PAM: -1; TRHR enhancer: 1; D2 antag: -12; D1 antagonist: 11

Results for COc1cc(/C=C2\SC(=O)N(Cc3ccc(F)cc3)C2=O)cc([N+](=O)[O-])c1O ?
D2 agonist: -1.8; RXFP1 agonist: 0.8%; D1 agonist: 0; D2 potentiator: 3; D1 PAM: 1; TRHR enhancer: -7; RXFP1 antag: -4; D2 antag: 31*; D1 antagonist: -6

How did CC(C)c1ccc(C2=CC(c3cccc(Cl)c3)n3c(nc4ccccc43)N2)cc1 (stereo not drawn) do in these assays?
D2 agonist: -0.8; RXFP1 agonist: 5.3%; D1 agonist: 9; D2 potentiator: 7; D1 PAM: 9; TRHR enhancer: -5; RXFP1 antag: -3; D1 antagonist: 16

What do the screens show for `CCOC(=O)c1ccc(NC(=S)NCCCn2ccnc2)cc1`?
D2 agonist: -0.1; RXFP1 agonist: 0.5%; D1 agonist: 1; D2 potentiator: -7; D1 PAM: -6; TRHR enhancer: 6; RXFP1 antag: 0; D2 antag: -5; D1 antagonist: 10

Results for COc1ccc(CN2CCN(c3cc(C)nc4c5c(C)cc(C)nc5nn34)CC2)cc1F ?
D2 agonist: 0.3; RXFP1 agonist: 17%; D1 agonist: 1; D2 potentiator: -1; D1 PAM: -3; TRHR enhancer: -1; RXFP1 antag: 1; D2 antag: 1; D1 antagonist: -38*

What do the screens show for `CCOC(=O)C1CCN(C(c2cc3ccc(C)c(C)c3[nH]c2=O)c2nnnn2C2CCCCC2)CC1` (stereo not drawn)?
D2 agonist: -0.5; RXFP1 agonist: 3.7%; D1 agonist: 2; D2 potentiator: 1; D1 PAM: -6; TRHR enhancer: -1; RXFP1 antag: -12; D2 antag: -4; D1 antagonist: -11

How did N#CC(C#N)=c1ccc2c(c1)N1C(c3ccccc3)=CC(c3ccccc3)C3CCCCC31N=2 (stereo not drawn) do in these assays?
D2 agonist: -0.5; RXFP1 agonist: -0.3%; D1 agonist: 2; D2 potentiator: 0; D1 PAM: 5; TRHR enhancer: -6; RXFP1 antag: 0; D2 antag: 1; D1 antagonist: 3

How did Cc1ccc(-n2c(=O)c3cccnc3n2CC(=O)Nc2ccc(C)cc2Cl)cc1 do in these assays?
D2 agonist: -0.3; RXFP1 agonist: 19%; D1 agonist: 2; D2 potentiator: 16; D1 PAM: -2; TRHR enhancer: 5; RXFP1 antag: 2; D1 antagonist: 9

How did Cc1ccc(OCC(O)CN2CCCC2)cc1 (stereo not drawn) do in these assays?
D2 agonist: -0.9; RXFP1 agonist: 1.0%; D1 agonist: 6; D2 potentiator: 9; D1 PAM: 0; TRHR enhancer: 17; RXFP1 antag: -8; D2 antag: 12; D1 antagonist: 1

Results for CCCN(CCC)C(=O)Cn1c(=O)c2ccccc2n2c(=S)sc(-c3ccccc3C)c12 ?
D2 agonist: -0.6; RXFP1 agonist: 0.0%; D1 agonist: 1; D2 potentiator: 2; D1 PAM: -2; TRHR enhancer: 1; RXFP1 antag: 16; D2 antag: -10; D1 antagonist: 1

Results for CCOC(=O)c1c(S(=O)(=O)NCC(=O)Nc2cccc(SC)c2)c(C)n(C)c1C ?
D2 agonist: 1.0; RXFP1 agonist: 0.8%; D1 agonist: 1; D2 potentiator: 0; D1 PAM: -1; TRHR enhancer: -8; RXFP1 antag: 0; D1 antagonist: -6

What do the screens show for `CCN(CC(=O)N1CCCC1)S(=O)(=O)c1cc(C)ccc1OC`?
RXFP1 agonist: -0.9%; D1 agonist: -3; D1 PAM: -4; TRHR enhancer: -4; RXFP1 antag: -1; D1 antagonist: -2

Results for CC(C)CC(CO)N1CCN(C(=O)c2cccc(C(F)(F)F)c2)CCC1=O (stereo not drawn) ?
D2 agonist: -3.3; RXFP1 agonist: 3.8%; D1 agonist: 4; D2 potentiator: -1; D1 PAM: -3; TRHR enhancer: 1; D2 antag: -8; D1 antagonist: 33

How did COc1ccc(C2=C(N3CCN(c4cccc(C)c4C)CC3)c3ccccc3C2=O)cc1 do in these assays?
D2 agonist: 0.2; RXFP1 agonist: 1.6%; D1 agonist: 1; D2 potentiator: -4; D1 PAM: 0; TRHR enhancer: -4; RXFP1 antag: -10; D1 antagonist: -7

How did CCN(CC)CCOc1c(Br)ccc2c1sc1nc3n(c(=O)c12)CCC3 do in these assays?
RXFP1 agonist: 2.0%; D1 agonist: 0; D2 potentiator: 3; D1 PAM: -1; TRHR enhancer: -3; RXFP1 antag: -2; D1 antagonist: -6

Results for CCc1ccc(C2=C(C)C(N3CCC(C(=O)NCCc4ccco4)CC3)=NS2(=O)=O)cc1 ?
D2 agonist: 0.9; RXFP1 agonist: 8.1%; D1 agonist: -1; D2 potentiator: 13; D1 PAM: -4; TRHR enhancer: -7; RXFP1 antag: -19; D1 antagonist: -21

What do the screens show for `CCN(C(=O)COC(=O)Cc1cccc2ccccc12)C1CCS(=O)(=O)C1` (stereo not drawn)?
D2 agonist: -1.9; RXFP1 agonist: -0.2%; D1 agonist: 2; D2 potentiator: -14; D1 PAM: -6; TRHR enhancer: 2; RXFP1 antag: 4; D2 antag: 4; D1 antagonist: -3

What do the screens show for `COC(=O)c1ccc(Oc2ccc(C(C)(C)C)cc2)c([N+](=O)[O-])c1`?
D2 agonist: 0.1; RXFP1 agonist: -1.3%; D1 agonist: 5; D2 potentiator: 16; D1 PAM: 5; TRHR enhancer: 0; D2 antag: 23; D1 antagonist: -4

Results for COc1cccc(CNC(=O)C2CCCN(S(=O)(=O)c3c(C)n[nH]c3C)C2)c1 (stereo not drawn) ?
D2 agonist: -0.4; RXFP1 agonist: 1.7%; D1 agonist: 1; D2 potentiator: -20; D1 PAM: 0; TRHR enhancer: 0; RXFP1 antag: 6; D2 antag: 0; D1 antagonist: -3

Results for CC(C(=O)Nc1ccccc1F)N1CCN(C)CC1 (stereo not drawn) ?
D2 agonist: -0.4; RXFP1 agonist: 0.1%; D1 agonist: 1; D2 potentiator: 4; D1 PAM: -3; TRHR enhancer: 30*; D2 antag: -5; D1 antagonist: -16

What do the screens show for `COc1cccc([C@@H]2CC=C(C(=O)O)CN2S(=O)(=O)c2ccc(C)cc2)c1`?
D2 agonist: 0.4; RXFP1 agonist: -1.7%; D1 agonist: 2; D2 potentiator: -11; D1 PAM: 6; TRHR enhancer: 7; D2 antag: -2; D1 antagonist: -7

How did CC(C)Oc1ccc(C(CC(=O)O)n2cnnn2)cc1 (stereo not drawn) do in these assays?
D2 agonist: 1.1; RXFP1 agonist: 0.1%; D1 agonist: 0; D2 potentiator: 6; D1 PAM: -2; TRHR enhancer: 1; RXFP1 antag: -19; D2 antag: -3; D1 antagonist: -8

What do the screens show for `COc1ccc(C(=O)NC2CCN(C(=S)Nc3ccc(C)cc3)CC2)cc1`?
D2 agonist: -0.3; RXFP1 agonist: -0.4%; D1 agonist: 0; D2 potentiator: 10; D1 PAM: -5; TRHR enhancer: 11; RXFP1 antag: -2; D2 antag: 8; D1 antagonist: 5

How did Cc1ccc(CNCC(O)(c2ccc(F)cc2)c2ccc(F)cc2)cc1 do in these assays?
D2 agonist: -0.1; RXFP1 agonist: 0.3%; D1 agonist: 13; D2 potentiator: 7; D1 PAM: 1; TRHR enhancer: 0; RXFP1 antag: -32; D2 antag: -14; D1 antagonist: 16

Results for CCOc1ccc(CCNC(=O)COC(=O)/C=C/c2ccco2)cc1OCC ?
D2 agonist: -1.2; RXFP1 agonist: -2.0%; D1 agonist: 1; D2 potentiator: -3; D1 PAM: -5; TRHR enhancer: 3; RXFP1 antag: 0; D2 antag: 13; D1 antagonist: 32

Results for COc1ccc(/C=N/Nc2cc(C)nc3ccccc23)cc1 ?
D2 agonist: 0.2; RXFP1 agonist: 0.3%; D1 agonist: 6; D2 potentiator: 9; D1 PAM: -5; TRHR enhancer: 10; RXFP1 antag: -71*; D2 antag: -5; D1 antagonist: 12

A portion of the library (hit frequency here may not be typical).
